Screens (PubChem)
Menin MLL FP TR = menin-MLL binding inhibition, Texas Red mutant peptide; O00255; Menin + Texas Red MLL mutant peptide, fluorescence polarization; Potency, µM (doses to about 61.6 µM), inactives show top-dose FP activity change, negative = inhibition, actives largely listed as inhibitors; 0.23% of 270,000 active; AID 1768; active = well fitted inhibition curve with a large enough effect in the polarisation, with a control signal flat, not every such curve was filed as active; inconclusive = small, poorly fitted or top-dose-only effect, or effect the other way, or a change in a side signal; inactive = no such curve, though single readings can be large or run the other way; the % refers to the polarisation; also: potency is read from the fitted curve at half-maximal effect; % of control where 0% means no effect; many of its hits are not listed in these tables
Mito fusion act = inhibitors of mitochondrial division or activators of mitochondrial fusion; S. cerevisiae fusion-defective mutant growth rescue, CellTiterGlo 48 h; Potency, µM (titrated, usually from 46.1 µM), without a hit: top-dose growth rescue (activation), usual class: activators; 0.23% of 320,000 active; AID 485298;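 also: potency is read from the fitted curve at half-maximal effect; % of control where 0% means no effect; nearly all actives have a fitted effect of over 45% in size; temperature-sensitive fusion mutants such as fzo1-1 at 37 °C on non-fermentable ethanol glycerol medium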
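Yeast fusion mutant, YPEG (non-fermentable carbon), compound, 48 h at 37C non-permissive; CellTiterGlo added, 10 min RT, luminescence read. Rescued growth = division inhibition.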
TCR activator = activates T cell receptor signaling; Potency, µM (highest dose often 9.22 µM), for the others: at the top dose activation of IL-2 secretion, most hits filed as activators; primary human leukocytes, anti-CD3, IL-2 HTRF, 48 h; 330,000 tested, under 10 active; also: % of control where 0% means no effect
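Using a-CD3 beads without co-stimulation, primary human leukocytes were exposed to compounds for 48 hr. An HTRF IL-2 kit measured the cytokine, with europium-to-d2 energy transfer producing emission at 665nm upon 320nm excitation.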
MLL CXXC-DNA inh = inhibitors of human MLL CXXC domain-DNA interaction; Q03164; MLL-CXXC / FITC-HOXA9 DNA fluorescence polarization; Potency, µM (titrated, usually from 115 µM), without a hit: top-dose activity change, negative = inhibition, actives largely listed as inhibitors; 0.037% of 290,000 active; AID 2662; active = well fitted inhibition curve with a large enough effect in the polarisation, with a control signal flat, not every such curve was filed as active; inconclusive = small, poorly fitted or top-dose-only effect, or effect the other way, or a change in a side signal; inactive = no such curve, though single readings can be large or run the other way; the % refers to the polarisation; also: potency is read from the fitted curve at half-maximal effect
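Fluorescence polarization: 7 uM MLL-CXXC (stock) preincubated 5 min with compounds, then 50 nM fluorescein-HOX-A9 DNA (stock) added; 30 min ambient. Buffer 50 mM Tris-HCl pH 7.5, 50 mM NaCl, 1 mM DTT, 0.05% BSA.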
Integrin act MD = activators of alpha7 integrin expression for muscular dystrophy | Potency, µM (titrated, usually from 38.3 µM), for inactives: at the highest dose activation, hits mostly activators | alpha7betagal myoblasts, beta-gal FDG fluorescence, 48 h | 0.064% of 350,000 active;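 also: potency is read from the fitted curve at half-maximal effect; 100% = response of the positive control SU9516; nearly all actives have a fitted effect of over 60% in size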
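alpha7betagal+/- myoblasts (passage 13, 250/well) treated 48 h at 37C with compounds at 1:260 dilution of DMSO stock. Lysed, then beta-galactosidase activity read as FDG fluorescence (ex 480/em 540) after 30 min, with pre-read for autofluorescence.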
S-ASM inh = human S-ASM enzyme inhibition | P17405 | 0.006% of 340,000 active | Potency, µM (highest dose often 57.5 µM), for the others: at the top dose activity change, negative = inhibition, hits mostly inhibitors | placental ASM, HMU-PC fluorogenic substrate, 60 min; also: potency is read from the fitted curve at half-maximal effect
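Fluorogenic HMU-PC substrate (9 uM final) is turned over by placental ASM in 60 min at 37 C after a 10 min compound preincubation. Reaction ended by alkaline stop (pH 10), with fluorescence read at 386/447 nm.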
A-T KAP1 phos = potential ataxia-telangiectasia treatment; AID 485349; Potency, µM (top dose mostly 57.5 µM), for the others: at the top dose activation, usual class: activators; 0.19% of 320,000 active; […] A-T fibroblasts, KAP-1 phosphorylation AlphaLISA; neocarzinostatin DNA damage 30 min before lysis; also: potency is read from the fitted curve at half-maximal effect; % of control where 0% means no effect; nearly all actives have a fitted effect of over 45% in size
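hTERT-immortalized A-T patient fibroblasts ([…]), 500 cells/well in OPTI-MEM, 1% FBS, got compounds for 60 min, then NCS for 30 min at 37C. Lysates were then assayed for phospho-KAP-1 by AlphaLISA (anti-pKAP1 donor, anti-KAP1 acceptor beads), 6 hr at 25C.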
MBNL1 CUG block = MBNL1-poly(CUG) RNA binding inhibition. Q9NR56. TR-FRET MBNL1-His/biotin-(CUG)12 binding, 665/545 ratio. Potency, µM (doses to about 57.5 µM), without a hit: at the highest dose activity change, negative = inhibition, hits mostly inhibitors. 0.036% of 280,000 active. AID 2675; active = well fitted inhibition curve with a large enough effect in the signal ratio, with a control signal flat, not every such curve was filed as active; inconclusive = small, poorly fitted or top-dose-only effect, or effect the other way, or a change in a side signal; inactive = no such curve, though single readings can be large or run the other way; the % refers to the signal ratio; also: potency is read from the fitted curve at half-maximal effect; % is scaled to controls: 0 for no effect and ±100 for the full control effect
Target sequence (Q9NR56 whole entry, looked up): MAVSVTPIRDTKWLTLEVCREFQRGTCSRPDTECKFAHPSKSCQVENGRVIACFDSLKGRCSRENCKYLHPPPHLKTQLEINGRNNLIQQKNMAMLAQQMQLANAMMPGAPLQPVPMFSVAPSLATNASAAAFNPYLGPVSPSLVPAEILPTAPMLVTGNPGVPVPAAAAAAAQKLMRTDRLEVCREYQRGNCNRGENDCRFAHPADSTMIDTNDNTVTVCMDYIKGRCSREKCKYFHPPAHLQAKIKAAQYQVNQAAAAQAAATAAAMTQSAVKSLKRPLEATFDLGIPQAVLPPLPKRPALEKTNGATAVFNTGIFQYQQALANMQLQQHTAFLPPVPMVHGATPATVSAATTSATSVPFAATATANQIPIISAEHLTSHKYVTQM
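His-tagged MBNL1 binding to biotinylated (CUG)12 RNA was measured by TR-FRET using terbium anti-His antibody (0.055 ng/ul final) and streptavidin-XL665 (5 nM final). Compounds were titrated 92 nM to 58 uM; 60 min at room temperature.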
TSHR antagonist = blocks TSH signaling through the human TSH receptor | P16473 | TSHR-expressing cells, TSH-stimulated cAMP HTRF, 2 h; hits give low values | activity change, negative = inhibition, % at 11.5 µM | 0.2% of 330,000 active | AID 504810;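 active = activity change below a set negative limit, meaning inhibition stronger than a set level, cut at about -70% in these data; inconclusive = activity change between two set negative limits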; also: % is scaled to controls: 0 for no effect and ±100 for the full control effect
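TSHR-expressing cells were treated with compounds, then stimulated with TSH at EC80 (4nM final) for 2 hours at 37 deg C. Cellular cAMP was measured by HTRF competition between lysate cAMP and cAMP-d2 for a cryptate-labelled anti-cAMP antibody.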
TSG101-PTAP inh = blocks PTAP/TSG101 interaction to inhibit HIV-1 budding. Q99816. Fluorescence polarization, FITC-PTAP peptide / Tsg101 binding. Potency, µM (doses to about 115 µM), inactives show at the top dose activity change, negative = inhibition, actives largely listed as inhibitors. 340,000 tested, under 10 active; active = well fitted inhibition curve with a large enough effect in the main read-out, with a control signal flat, not every such curve was filed as active; inconclusive = small, poorly fitted or top-dose-only effect, or effect the other way, or a change in a side signal; inactive = no such curve, though single readings can be large or run the other way; also: potency is read from the fitted curve at half-maximal effect; % of control where 0% means no effect
Target sequence (Q99816 whole entry, looked up): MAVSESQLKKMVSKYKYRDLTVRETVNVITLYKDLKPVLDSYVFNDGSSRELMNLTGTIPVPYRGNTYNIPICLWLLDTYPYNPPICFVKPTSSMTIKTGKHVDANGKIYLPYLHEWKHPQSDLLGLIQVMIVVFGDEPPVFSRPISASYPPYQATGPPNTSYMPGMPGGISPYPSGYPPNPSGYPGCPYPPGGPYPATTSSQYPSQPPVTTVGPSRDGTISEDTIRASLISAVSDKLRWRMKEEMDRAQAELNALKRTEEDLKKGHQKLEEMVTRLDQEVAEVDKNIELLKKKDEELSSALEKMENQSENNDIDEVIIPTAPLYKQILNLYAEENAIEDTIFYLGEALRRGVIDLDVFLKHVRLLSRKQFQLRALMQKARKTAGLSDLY
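Fluorescence polarization binding of Tsg101 binding domain (10 uM final) to FITC-labeled PTAP peptide (50 nM final) in HEPES pH 7.5 buffer with NaCl, Tween 20, EDTA, TCEP. Compounds added before peptide; binding 20 min at RT.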
An asterisk follows results filed as active; ? = inconclusive; / = not tested or not shown; & = joins results of further samples; [ ] = dose if it differs, or a comment. Unless noted, calls follow the shape of the dose curve; as a rule, active = well fitted curve in the direction sought with a large enough effect; inconclusive = small, poorly fitted or top-dose-only effect, or another doubt; inactive = no such curve, though single readings can be large; an effect the other way counts as inactive or inconclusive. Some of the compounds tested; count on the stated rates, not on these rows.

Results follow in this order: Menin MLL FP TR	Mito fusion act	TCR activator	MLL CXXC-DNA inh	Integrin act MD	S-ASM inh	A-T KAP1 phos	MBNL1 CUG block	TSHR antagonist	TSG101-PTAP inh
> O=C1CCCN1CC1CCN(Cc2nc(CC3CC3)no2)CC1
    -5%	7%	6%	-9%	-30%	-4%	3%	-7%	12	-4%
> COc1cc(OC)cc(C(=O)N[C@H](C(=O)OCC(=O)Nc2ccc(F)c(F)c2)C(C)C)c1
    13%	-2%	4%[46.1 µM]	-5%	10%	-9%	-1%	/	-1	-1%
> CCC1Oc2ccc(C)cc2N(CC(=O)NCCCN2CCCC2)C1=O (centres undefined)
    -17%	?	-3%	10%	4%	-1%	0%	-2%	5	-1%
> COc1ccc(-c2nc(CS(=O)(=O)CC(=O)NCc3ccc4c(c3)OCO4)c(C)o2)cc1
    /	-1%	-8%	11%	15%	6%	14%	0%	16	-3%
> Cc1cccc(NC(=O)C(=O)NCCCN2CCOCC2)c1
    -1%	4%	0%	4%	-11%	4%	-3%	/	-3	1%
> Fc1cccc(NC(=S)NCc2ccccn2)c1
    4%	-3%	-31%[inhibitor][46.1 µM]	9%	-19%	3%	6%	/	9	-7%
> CSc1nc2sc3c(c2c2nnnn12)CCC3
    11%	6%	/	-7%	/	/	6%	56%[activator]	9	/
> CCN(CC)c1ccc(/C=N/N2CCN(c3ccccc3OC)CC2)cc1
    -3%	1%	0%	0%	?	2%	1%	5%	-15	-4%
> CCc1nn(CC(=O)N2CCN(CC)CC2)c(=O)c2cccn12
    0%	0%	6%	/	1%	-2%	8%	8%	9	1%
> Cc1ccc(N2CC(NS(=O)(=O)c3cccs3)CC2=O)cc1 (centres undefined)
    /	-3%	2%	/	7%	0%	7%	/	-11	0%
> CS(=O)(=O)N1CCN(C(=O)c2ccccc2)C1
    -8%	-1%	/	2%	-7%	2%	2%	9%	10	/
> COc1cc(C2C3=C(Nc4nc(N)[nH]c(=O)c42)c2ccccc2C3=O)ccc1O (centres undefined)
    /	-5%	-2%	31%[activator]	1%	16%	-10%	?	-5	-8%
> CCOc1ccc(S(=O)(=O)N2CCC(C(=O)OC(C)C(=O)NC3CCCCC3C)CC2)cc1 (centres undefined)
    /	1%	2%	/	3%	3%	-6%	/	0	-3%
> CCCn1c(N)c(N(CCOC)C(=O)c2cc3c(s2)CCCCC3)c(=O)[nH]c1=O
    /	1%	5%	0%	-2%	-1%	4%	-2%	-3	-5%
> CC(C)NS(=O)(=O)c1ccc(OCC(=O)NCc2cccnc2)cc1
    -1%	-2%	-21%	0%	10%	1%	1%	0%	6	-10%
> Cc1nc(NC(=O)CN(C)S(=O)(=O)c2ccc(Cl)cc2)sc1C
    14%	4%	-4%	-2%	9%[7.66 µM]	1%	-1%	1%	-11	0%
> OCC1(CC2CCCCO2)CCN(Cc2ccccc2-c2ccco2)CC1 (centres undefined)
    -20%	-3%	-1%	-8%	-18%	10%	1%	16%	-5	2%
> COc1ccccc1-c1noc(CSc2nc(C)cc(=O)[nH]2)n1
    0%	4%	-2%	8%	-27%	4%	4%	5%	-6	-4%
> COc1ccccc1C(=O)NNC(=O)c1csc(N2CCOCC2)n1
    /	3%	-11%	/	-18%	2%	-6%	/	9	0%
> O=c1c(Cc2ccc(F)cc2)c(O)ccn1CCCn1ccnc1
    6%	-3%	0%	3%	19%	-2%	-1%	-7%	17	-6%
> COc1cccc(OCCNS(=O)(=O)c2cccc([N+](=O)[O-])c2)c1
    12%	-1%	-1%	-1%	25%	-3%	2%	?	2	1%
> Cc1sc2nc(COC(=O)c3cccc(S(=O)(=O)N(C)c4ccccc4)c3)[nH]c(=O)c2c1C
    -18%	-3%	-2%	?	-22%	-1%	2%	0%	-17	?
> Cc1c(N/C=C/C(=O)c2ccc(Cl)cc2)c(=O)n(-c2ccccc2)n1C
    -19%	3%	/	0%	-14%	-6%	-1%	?	-3	2%
> CC1Cc2ccccc2N1C(=O)CSc1nnnn1C(C)C (centres undefined)
    -1%	0%	7%	4%	-24%	3%	5%	-17%	0	-9%
> COc1cccc(OC)c1C(=O)Nc1ccccc1Sc1ccccc1
    /	/	-4%	/	3%	-3%	/	/	/	-4%
> CCc1ccc(OCCOCCN2CCN(C)CC2)cc1
    0%	-1%	-4%	-3%	0%	2%	1%	5%	17	-8%
> Cc1ncc(CO)c(/C=N/NC(=O)c2ccc(Br)cc2)c1O
    11%	-4%	3%[46.1 µM]	19%	/	/	1%	/	-2	/
> Cn1cc(C(F)(F)F)nc1-c1ccc(OCC(O)CNCCOc2ccc(O)c(C(N)=O)c2)cc1 (centres undefined)
    4%	10%&7%	-6%	18%&28%	/	128%[activator]	-3%	-12%	-3&-2	1%
> Cc1ccc(OCCn2c(SCCO)nc3c(N)ncnc32)cc1
    11%	1%	12%	39%[activator]	-37%	-2%	0%	-1%	7	-3%
> CC(C)c1nnc(SCC(=O)N2CCc3ccccc32)n1N
    -14%	5%	0%	-8%	-6%	2%	2%	-6%	-3	-3%
> CCOc1ccc(CC(=O)Nc2ccc(S(=O)(=O)N3CCCC3)cc2)cc1
    /	-1%	1%	7%	-24%	-3%	8%	3%	6	-1%
> COc1ccc(NC(=O)COc2ncnc3ccccc23)cc1S(=O)(=O)N1CCOCC1
    -5%	-6%	-1%	3%	4%	-2%	-3%	-1%	0	0%
> O=C(Nc1ccc(S(=O)(=O)Nc2ncccn2)cc1)C1=NN(c2ccccc2)C(=O)CC1
    /	-2%	0%	-7%	0%	4%	-1%	16%	10	-12%
> COc1ccc(N2C(=O)CC(N3CCC(O)(c4ccc(Cl)cc4)CC3)C2=O)cc1 (centres undefined)
    ?	-12%	5%	-4%	-1%	-1%	2%	0%	2	-2%
> Cc1ccc(CCNC(=O)C2CCN(S(=O)(=O)c3cccc4cccnc34)CC2)cc1
    /	8%	5%	3%	0%	-1%	-4%	6%	-107*	-5%
> CCOC(=O)C1=C(O)C(=O)N(Cc2ccccc2)C1
    6%	17%	4%	-6%	0%	-2%	1.1µM*	-8%	-5	-5%
> Cc1c(C(=O)Nc2nnc(C3CC3)s2)oc2c(Cl)cccc12
    /	16%	4%	/	28%	-3%	9%	/	/	1%
> O=C(CN1C(=O)NC2(CCCC2)C1=O)Nc1ccccc1-c1ccccc1
    /	0%	8%	-5%	28%	0%	-23%	-5%	-5	-5%
> CCOc1ccc2c(c1)c(N=NC(N)=S)c(O)n2C
    /	4%	-1%	-4%	9%	-3%	-3%	?	-12	-3%
> Cc1ccc(NC(=O)c2ccc3c(c2)OCO3)cc1Cl
    34%[activator]	-6%	-4%	-5%	1%	-5%	3%	1%	-16	-2%
> CC1OC23CCCCC2C(C#N)(C(=N)O3)C1(C#N)C#N (centres undefined)
    3%	-6%	-1%[46.1 µM]	?	-19%	107%[activator]	-1%	8%	-5	-3%
> Cc1cc(Br)ccc1NC(=O)CN1C(=O)C2C3CC(c4ccccc4)C(C3)C2C1=O (centres undefined)
    ?	10%	2%	12%	-7%	?	4%	2%	-1	1%
> COc1cccc(C(=O)C2CCCN(Cc3cccc(OCCO)c3)C2)c1 (centres undefined)
    8%	-3%	0%	4%	4%	3%	1%	2%	-13	1%
> CCC1CCc2sc(C(=O)NCc3ccccn3)cc2C1 (centres undefined)
    /	0%	5%	0%	-34%	-2%	18%	3%	-6	-1%
> COc1ccccc1N(C)S(=O)(=O)c1ccc(C(=O)OCC(N)=O)cc1
    14%	5%	-27%	-2%	7%	2%	-7%	-9%	1	-2%
> Cc1cc(C)cc(NC(=O)C(Nc2ccccc2)c2ccccc2)c1 (centres undefined)
    24%	26%	-7%[46.1 µM]	4%	4%	-8%	14%	/	-9	-4%
> Cc1nn(Cc2ccccc2)c(C)c1NC(=O)c1cc(-c2ccco2)on1
    1%	2%	-6%[46.1 µM]	4%	-11%	-2%	6%	5%	1	-6%
> CCCCCCn1c(N)c(C#N)c2ccc([N+](=O)[O-])cc2c1=O
    ?	9%	7%	17%	-7%	4%	1%	/	-6	-4%
> CC(C)Cn1c(N)c(C(=O)COC(=O)c2cc(C(F)(F)F)nc3c(C(F)(F)F)cccc23)c(=O)n(C)c1=O
    ?	2%	/	-3%	/	/	-12%	19%	24	/
